# NALP1 yeast inh – blocks the NALP1 inflammasome reconstituted in yeast | 280,000 compounds, 0.61% hits | AID 2071 | inhibition, % at 10 µM | S. cerevisiae NALP1/ASC/caspase-1 growth, X-gal OD620, 72 h; in the data active = inhibition mostly above about 24%, no sharp cut-off; inactive = mostly below about 32%; note: some compounds called inactive have numbers as strong as hits
# GPR7 antag – antagonists of human GPR7 (neuropeptides B/W receptor 1) | 290,000 compounds, 1.1% hits | AID 1861 | inhibition, % at 4.4 µM | P48145 | GPR7-expressing cells, fluorescence antagonist assay; in the data active = inhibition above about 16%, passing the limit was not always enough;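 note: cells stimulated with the agonist NPW; 0% = agonist with vehicle and 100% = vehicle without agonist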
# Target sequence (P48145 whole entry, looked up): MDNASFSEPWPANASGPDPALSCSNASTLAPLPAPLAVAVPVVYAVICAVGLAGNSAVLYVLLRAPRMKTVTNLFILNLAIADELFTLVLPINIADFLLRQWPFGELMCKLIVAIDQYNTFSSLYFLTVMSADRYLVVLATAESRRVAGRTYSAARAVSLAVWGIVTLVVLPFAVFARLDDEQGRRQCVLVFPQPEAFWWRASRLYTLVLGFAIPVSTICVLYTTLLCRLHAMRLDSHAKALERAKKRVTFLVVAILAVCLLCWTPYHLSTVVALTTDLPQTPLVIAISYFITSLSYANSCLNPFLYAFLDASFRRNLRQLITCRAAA
# PHOSPHO1 block – blocks human PHOSPHO1 phosphatase activity | Q8TCT1 | 290,000 compounds, 1.1% hits | inhibition, % at 13.3 µM | recombinant PHOSPHO1, absorbance phosphatase assay; in the data active = inhibition above about 60%
# Target sequence (Q8TCT1 whole entry, looked up): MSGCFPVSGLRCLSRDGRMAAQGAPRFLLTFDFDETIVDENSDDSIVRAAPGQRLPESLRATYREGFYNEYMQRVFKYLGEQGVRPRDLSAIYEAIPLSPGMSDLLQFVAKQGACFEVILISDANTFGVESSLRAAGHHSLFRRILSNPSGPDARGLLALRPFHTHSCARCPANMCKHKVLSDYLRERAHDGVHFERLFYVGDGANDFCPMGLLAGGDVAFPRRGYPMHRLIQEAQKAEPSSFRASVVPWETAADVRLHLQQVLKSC
# FID counter – fluorescent intercalator displacement, NS3 helicase counter-screen; inhibition, % at 7.9 µM; 290,000 compounds, 0.17% hits; AID 1845; DNA fluorescent intercalator displacement, fluorescence; in the data active = inhibition above about 37%;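 note: 0% = vehicle and 100% = reference compound; higher means more ethidium bromide displaced from hairpin DNA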
# MEKK2 mut-MEK5 – signal of MEK5 binding to mutant human MEKK2 PB1 domain | 290,000 compounds, 0.35% hits | bead flow cytometry, Alexa488-MEK5 binding to MEKK2 mutant | percent response, % at 10 µM; in the data active = percent response above about 24%, passing the limit was not always enough; note: inactives centre near 1; some results filed as inactive read as strong as hits; reference of the scale not given here
# OXTR agonist – agonists of human oxytocin receptor; activation, % at 3 µM; CHO-OTR cells, Fluo-8 calcium fluorescence; normalized: DMSO 0%, oxytocin 100%; AID 2435; 320,000 compounds, 0.32% hits;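 active = activation above the mean of all tested compounds plus 3 SD, cutoff set per screening run, cut at about 20% in these data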;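 note: peak over basal fluorescence ratio from a 100 s FLIPR kinetic read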
# Target sequence (P30559 whole entry, looked up): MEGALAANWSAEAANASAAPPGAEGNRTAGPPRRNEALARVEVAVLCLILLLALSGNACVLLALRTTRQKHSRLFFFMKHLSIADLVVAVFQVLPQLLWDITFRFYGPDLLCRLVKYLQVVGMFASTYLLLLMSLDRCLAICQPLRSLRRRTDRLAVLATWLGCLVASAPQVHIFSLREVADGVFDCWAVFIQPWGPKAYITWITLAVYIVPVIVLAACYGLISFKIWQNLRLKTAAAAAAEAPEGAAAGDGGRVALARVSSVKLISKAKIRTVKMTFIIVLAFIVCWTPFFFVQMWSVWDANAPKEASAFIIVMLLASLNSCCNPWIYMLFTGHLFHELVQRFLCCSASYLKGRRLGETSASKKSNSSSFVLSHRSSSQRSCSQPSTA
# MEKK2wt PB1 HTS – raises or lowers MEK5 binding to wildtype human MEKK2 PB1 domain. AID 1531. binding response (% of control), % at 10 µM. bead flow cytometry, Alexa488-MEK5 binding to MEKK2 WT; actives lie on both sides. 290,000 compounds, 1.1% hits; in the data active = binding response below about 67% or above about 130%
# PfM18AAP inh – blocks P. falciparum M18 aspartyl aminopeptidase. recombinant PfM18AAP, H-Glu-NHMec fluorogenic cleavage. inhibition, % at 7.35 µM. 290,000 compounds, 1.2% hits;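 active = inhibition above the campaign mean inhibition over all tested compounds plus 3 SD, cut at about 28% in these data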;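 note: 0% = plate median of test compound wells and 100% = 2 mM ZnCl2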
# MEKK3 PB1 HTS – raises or lowers MEK5 binding to the human MEKK3 PB1 domain; bead-based flow cytometry, Alexa488-MEK5 binding to MEKK3; actives lie on both sides; 0 = blocked by unlabeled MEK5, 100 = vehicle; AID 1529; 290,000 compounds, 1.4% hits; Q99759; binding response (% of control), % at 10 µM;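 active = binding response more than 3 SD above or below the average of its plate-row segment, actives on both sides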;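 note: Alexa488 bead fluorescence after subtracting the streptavidin-only scavenger bead signal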
# * hit, by the source's call; . = not tested or not shown. No enrichment for hits; overall some 6.2% were active at least once.
# Sequence of screens: NALP1 yeast inh	GPR7 antag	PHOSPHO1 block	FID counter	MEKK2 mut-MEK5	OXTR agonist	MEKK2wt PB1 HTS	PfM18AAP inh	MEKK3 PB1 HTS
COc1ccc(CCNC(=O)CC2SC(=NCCc3ccccc3)NC2=O)cc1OC (stereo unspecified)
 : -2	12	0	-20	-2	-0.1	96	-13	97
CC(=O)N=c1scc(-c2ccccc2)n1-c1cccc(O)c1
 : 23	-4	11	-11	-5	0.7	97	-4	97
CN1CCN(c2nc3c(c(=O)n(C)c(=O)n3C)n2CC(N)=O)CC1
 : -4	6	18	5	4	-0.4	103	6	101
O=C(Nc1cccc(C(=O)N2CCCCCC2)c1)c1ccco1
 : 12	-3	22	-11	2	1.0	107	2	103
Cc1c(Cl)cccc1NC(=O)c1cccc(OC(F)F)c1
 : 62	6	33	1	2	-1.7	98	-9	101
Cn1nnnc1SCC(=O)Nc1ccccc1Br
 : 12	-12	9	0	10	-0.4	116	-8	103
O=C(CSc1ncccn1)N1CCCC1
 : -3	-4	6	-6	-1	1.2	97	-7	98
O=C(O)c1cc(-c2ccc3c(c2)OCO3)nc2ccc(Cl)cc12
 : 9	-5	18	-20	9	0.6	105	7	103
COc1cc(C)nc(N(C)C(C)=O)n1
 : 8	-8	12	-1	-1	1.3	99	-1	100
N=C1c2c(cc(=O)n3c2[nH]c2ccccc23)CN1CCN1CCOCC1
 : 8	0	4	7	3	1.2	101	10	96
O=C(COC(=O)c1cc(S(=O)(=O)N2CCCC2)ccc1O)Nc1ccc(S(=O)(=O)N2CCOCC2)cc1
 : 16	-12	-1	-15	0	-0.2	102	2	102
CC(=O)COc1ncnc2c(Cl)cc(Cl)cc12
 : 10	-13	21	-1	-3	-0.8	96	-10	99
COc1ccc(NC(=O)C2(c3ccc(NC(=O)c4ccc(OC(C)=O)cc4)cc3)CCCC2)cc1
 : 6	0	26	-1	9	0.5	104	-5	104
c1ccc(-c2cc3ccccc3nc2N2CCCC2)cc1
 : 20	-15	-4	0	-3	-1.2	98	-10	95
O=C(Nc1cccc(-c2nc3ccccc3s2)c1)c1cc(-n2cnnc2)ccc1Cl
 : 8	0	14	-26	-15	6.4	78	12	72
C(#CCN1CCOCC1)COC(c1ccccc1)c1ccccc1
 : 14	-14	-10	-17	2	-2.4	104	1	107
COc1cccc(/C=C/C(=O)OCC(=O)Nc2cc(C(F)(F)F)ccc2Cl)c1
 : 20	-6	-5	-12	0	4.3	103	-13	123
CCOc1ccc(CN2C(=O)c3ccccc3C2C(=O)NCc2cccnc2)cc1 (stereo unspecified)
 : 12	-13	7	-15	6	-0.6	104	-3	97
C/C(=N\NC(=O)c1ccco1)c1cc(Cl)sc1Cl
 : 8	0	9	-14	5	-1.5	102	2	99
Fc1cccc(Nc2cc(-n3cccn3)ncn2)c1
 : 12	-20	-6	-4	4	3.8	101	-1	111
O=C(O)C1CC=CCC1C(=O)Nc1ccc(F)c(F)c1 (stereo unspecified)
 : 17	7	33	1	5	-0.1	107	2	101
CC(C)OP(=O)(OC(C)C)C1(O)C(=O)Nc2ccc(Br)cc21 (stereo unspecified)
 : 8	-4	4	-13	5	0.1	103	6	101
COc1ccc(-c2c(-c3ccc(OCC(=O)NN)cc3O)n[nH]c2C)cc1OC
 : -6	-23	31	-28	3	1.2	104	7	104
CCCN1C(=O)c2ccc(C(=O)NC3=NCCS3)cc2C1=O
 : .	-11	3	-7	3	0.2	100	-5	100
Cc1c(C(=O)O)c(=O)n(-c2ccccc2)n1-c1ccccc1
 : 21	-2	39	36	-1	1.0	103	-13	111
CCOc1ccc(C(C)NC(=O)Cc2ccccc2)cc1OCC (stereo unspecified)
 : 30	-6	-11	-11	-4	-0.9	93	-3	91
COc1ccc(N2CC(C(=O)Nc3ccccc3C(=O)NC3CC3)CC2=O)cc1 (stereo unspecified)
 : -3	-14	8	-17	2	-0.3	98	-4	99
COc1ccc(-c2nc(N)c(C#N)c(-c3cccnc3)c2C)cc1
 : -36	-20	36	-26	25	-0.3	118	5	124
Cc1cc(S(=O)(=O)Nc2ccc(N3CCOCC3)cc2)ccc1Br
 : 0	-15	23	-25	-3	2.0	95	5	99
CC1=NN(C(N)=S)C(=O)C1N=Nc1ccccc1O (stereo unspecified)
 : -33	10	.	-4	-14	1.0	91	6	97

# Structures from the list above containing an NH in an aromatic ring, in the order listed:
# Sequence of screens: NALP1 yeast inh	GPR7 antag	PHOSPHO1 block	FID counter	MEKK2 mut-MEK5	OXTR agonist	MEKK2wt PB1 HTS	PfM18AAP inh	MEKK3 PB1 HTS
N=C1c2c(cc(=O)n3c2[nH]c2ccccc23)CN1CCN1CCOCC1
 : 8	0	4	7	3	1.2	101	10	96
COc1ccc(-c2c(-c3ccc(OCC(=O)NN)cc3O)n[nH]c2C)cc1OC
 : -6	-23	31	-28	3	1.2	104	7	104

# New compounds follow
# Sequence of screens: NALP1 yeast inh	GPR7 antag	PHOSPHO1 block	FID counter	MEKK2 mut-MEK5	OXTR agonist	MEKK2wt PB1 HTS	PfM18AAP inh	MEKK3 PB1 HTS
O=C(Cn1ncc2c(=O)oc3ccccc3c21)NC1CC1
 : 18	-8	16	1	0	-0.4	105	-7	101
Cc1ccc(Cl)cc1N1CCN(S(=O)(=O)c2c(C)[nH]c(C)c2C(=O)N2CCCC2)CC1
 : 12	-10	24	-41	-4	-0.3	98	-5	98
O=C(Nc1ccc(-c2nc3ccccc3[nH]2)cc1)c1cccc(N2C(=O)CCC2=O)c1
 : -2	-6	-6	-6	-1	-0.7	106	-7	101
COc1ccc([C@H]2[C@H](C(C)=O)N3N=Cc4ccccc4C3C23C(=O)OC(C)(C)OC3=O)cc1 (stereo partly specified)
 : 24	-12	19	-8	0	0.5	101	7	106
COc1cccc(NC(=O)N2C3CCCC2CC(NC(C)=O)C3)c1 (stereo unspecified)
 : 0	6	.	-3	3	0.1	109	-3	102
COc1cc(NC(=O)Cn2cnc3c(nc4n3CCCCC4)c2=O)cc(OC)c1OC
 : -3	-7	75*	-19	5	-1.7	101	-7	102
CC(=O)c1ccccc1C(=O)N1CCCC(N2CCN(Cc3ccc4c(c3)OCO4)CC2)C1 (stereo unspecified)
 : 7	-3	14	-5	-4	-0.2	103	3	95
COc1ccc(NC(=O)CN2C(=O)/C(=C3\SC(=S)N(CCC(=O)O)C3=O)c3ccccc32)cc1
 : 10	-17	-159	-21	-3	-0.1	90	4	97
CCOc1cc(Br)ccc1S(=O)(=O)N1CCC(C(N)=O)CC1
 : 6	4	1	-7	-3	0.5	98	1	101
Cc1c(NN=C(C#N)C#N)c(=O)n(-c2ccccc2)n1C
 : -6	-8	12	-5	-10	2.3	97	4	101
FC(F)(F)c1ccnc(NCc2ccc(Cl)cc2)n1
 : 24	-20	27	-6	6	-2.4	100	-6	105
Cc1onc(-c2ccccc2Cl)c1C(=O)NCc1ccc(S(N)(=O)=O)cc1
 : -1	-9	5	0	3	0.0	111	1	105
COc1ccc2oc(C(=O)OCC(=O)NC(=O)c3ccccc3)c(C)c2c1
 : 7	-21	43	-15	7	-1.1	102	-6	103
CN(CCC#N)S(=O)(=O)c1cc2c3c(c1)CCN3C(=O)CC2
 : 16	-22	40	-2	-1	0.6	94	-7	96
CCCNC(=O)c1ccc(N2CCC3(CC2)CC(c2ccccc2)=NO3)c([N+](=O)[O-])c1
 : -4	-2	-19	-37	-5	3.7	97	-4	101
CCOc1cc(C2NC(=O)NC(c3ccccc3)=C2C(=O)c2ccccc2)c(Br)cc1OCC(=O)O (stereo unspecified)
 : -16	0	34	-33	5	0.0	107	-13	115
Cc1cc(C(=O)CCl)c(C)n1-c1cccc(S(=O)(=O)N2CCOCC2)c1
 : -50	-17	-3	-5	-2	0.0	97	6	97
CCc1ccccc1NC(=O)c1ccc2c(c1)CCN2S(C)(=O)=O
 : 18	-4	19	-13	0	0.8	105	1	109
COC(=O)c1cc(CNC(=O)Cc2ccsc2)ccc1OC
 : 3	-2	43	-3	3	-1.0	97	4	101
CCCCCCn1c(SCCCC)nc2c1c(=O)[nH]c(=O)n2C
 : -3	0	-8	0	-2	-1.3	99	-5	100
C#CC(CC)(CC)NC(=S)Nc1ccc(S(N)(=O)=O)cc1
 : 23	-16	30	-5	-2	-0.6	99	-1	94
O=C1OC(C(=O)O)Cc2ccccc21 (stereo unspecified)
 : 2	-3	-7	5	6	0.9	105	3	110
O=C(CNC(=O)c1ccccc1C(=O)O)c1ccccc1
 : -17	22	27	4	-3	1.4	97	1	107
N=c1c(C(=O)NC2CCCC2)cc2c(=O)n3ccccc3nc2n1C1CCCCC1
 : 11	1	46	-4	1	-0.1	95	2	100
CCOC(=O)N1CCC(N2Cc3cccc(C(=O)NC(C)c4ccc5c(c4)OCCO5)c3C2=O)CC1 (stereo unspecified)
 : 15	-3	1	-34	-5	-2.5	82	2	84
COc1ccc(CCNc2oc(-c3ccc(OC)c(OC)c3)nc2P(=O)(OC)OC)cc1OC
 : 15	-13	-24	-29	-1	1.1	100	2	105
CCOc1ccc(NC(=O)Nc2cc(C(=O)O)ccc2N2CC3CC(C2)c2cccc(=O)n2C3)cc1 (stereo unspecified)
 : 12	-5	-10	-46	3	1.0	98	-4	101
CCC(C)(C)NC(=O)CN(C(=O)CCC(=O)Nc1nccs1)c1cccc(C)c1
 : 0	-21	35	-39	26*	0.1	109	3	105
CCC1(c2ccc(F)cc2)NC(=O)N(CC(=O)N(CCC#N)c2ccccc2)C1=O (stereo unspecified)
 : 22	9	0	-32	-4	1.8	98	-6	99
CCOC(=O)C1CCN(C(=O)C2CCC(=O)N(Cc3cccc(C(F)(F)F)c3)C2)CC1 (stereo unspecified)
 : 1	-9	14	-44	6	0.1	106	-1	100
Cc1ccccc1COc1ccc(-c2nnn(CC(=O)O)n2)cc1
 : -5	-9	.	-35	4	.	107	3	104

# 4 of these compounds in another layout.
CCc1ccccc1NC(=O)c1ccc2c(c1)CCN2S(C)(=O)=O
- NALP1 yeast inh: 18
- GPR7 antag: -4
- PHOSPHO1 block: 19
- FID counter: -13
- MEKK2 mut-MEK5: 0
- OXTR agonist: 0.8
- MEKK2wt PB1 HTS: 105
- PfM18AAP inh: 1
- MEKK3 PB1 HTS: 109

CCOc1cc(Br)ccc1S(=O)(=O)N1CCC(C(N)=O)CC1
- NALP1 yeast inh: 6
- GPR7 antag: 4
- PHOSPHO1 block: 1
- FID counter: -7
- MEKK2 mut-MEK5: -3
- OXTR agonist: 0.5
- MEKK2wt PB1 HTS: 98
- PfM18AAP inh: 1
- MEKK3 PB1 HTS: 101

C#CC(CC)(CC)NC(=S)Nc1ccc(S(N)(=O)=O)cc1
- NALP1 yeast inh: 23
- GPR7 antag: -16
- PHOSPHO1 block: 30
- FID counter: -5
- MEKK2 mut-MEK5: -2
- OXTR agonist: -0.6
- MEKK2wt PB1 HTS: 99
- PfM18AAP inh: -1
- MEKK3 PB1 HTS: 94

CCCCCCn1c(SCCCC)nc2c1c(=O)[nH]c(=O)n2C
- NALP1 yeast inh: -3
- GPR7 antag: 0
- PHOSPHO1 block: -8
- FID counter: 0
- MEKK2 mut-MEK5: -2
- OXTR agonist: -1.3
- MEKK2wt PB1 HTS: 99
- PfM18AAP inh: -5
- MEKK3 PB1 HTS: 100

# 2 compounds picked at random from those above, as already listed:
# Sequence of screens: NALP1 yeast inh	GPR7 antag	PHOSPHO1 block	FID counter	MEKK2 mut-MEK5	OXTR agonist	MEKK2wt PB1 HTS	PfM18AAP inh	MEKK3 PB1 HTS
CCCN1C(=O)c2ccc(C(=O)NC3=NCCS3)cc2C1=O
 : .	-11	3	-7	3	0.2	100	-5	100
Cc1cc(S(=O)(=O)Nc2ccc(N3CCOCC3)cc2)ccc1Br
 : 0	-15	23	-25	-3	2.0	95	5	99

# Assay outcomes (PubChem BioAssay)
